# Screening results as filed in PubChem.
# RBBP9 inh: inhibitors of human serine hydrolase RBBP9; O75884; recombinant RBBP9, FP-Rh probe fluorescence polarization; inhibition, % at 7.94 µM; 0.2% of 220,000 active;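 active means inhibition above the campaign mean of all tested compounds plus 3 SD, cut at about 14% in these data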;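 further: plate controls were DMSO wells with RBBP9 for no effect and wells lacking RBBP9 protein for full effect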
# Target sequence (O75884 whole entry, looked up): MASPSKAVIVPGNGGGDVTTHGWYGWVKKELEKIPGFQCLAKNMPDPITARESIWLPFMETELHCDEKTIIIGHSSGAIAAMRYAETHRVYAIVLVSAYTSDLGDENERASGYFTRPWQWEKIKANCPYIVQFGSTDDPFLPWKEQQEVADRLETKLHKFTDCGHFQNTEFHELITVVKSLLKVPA
#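 Measured by: FP readout at 525/598 nm; material: recombinant human RBBP9; also added: Serine-hydrolase probe FP-Rh, 375 nM pre-mixing; medium: Tris buffer pH 8.0, NaCl, Pluronic; replication: one well per compound; doses: one concentration, 7.94 µM nominal, 0.794% DMSO; timing: preincubation 30 min plus labeling 45 min at 25 °C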
# p97 inhibitor: blocks human p97 ATPase activity | P55072 | AID 1481 | 0.42% of 220,000 active | recombinant p97 ATPase, Kinase-Glo ATP luminescence, 3 h | inhibition, % at 8 µM; in the data active means inhibition above about 15%;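 further: 0% = DMSO vehicle and 100% = wells lacking enzyme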
# NPY-Y2 PAM-ag: human NPY-Y2 potentiation or agonism, primary screen; activation, % at 3.6 µM; AID 1359; 0.45% of 220,000 active; P49146; cells expressing NPY-Y2, potentiator/agonist read-out; in the data active means activation above about 27%;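 further: cells stimulated with NPY near EC25 plus isoproterenol at EC100; 0% = vehicle plus submaximal agonist and 100% = vehicle plus saturating agonist; some results beyond the cut were filed as inactive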
# NPY Y1 blocker: blocks the human neuropeptide Y Y1 receptor | 1% of 200,000 active | P25929 | HEK293-CNG Y1 cells, membrane potential fluorescence; NPY at EC95, then isoproterenol | inhibition, % at 3.6 µM | AID 1040;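 active means inhibition above the campaign mean inhibition of all tested compounds plus 3 SD, cut at about 20% in these data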;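 further: 0% = DMSO wells given NPY plus isoproterenol and 100% = isoproterenol alone without NPY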
#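 material = HEK293 cells with Y1 receptor plus CNG channel | also added = NPY 25 nM then isoproterenol 1 µM plus Ro 20-1724 25 µM | schedule = dye 3 h, compound 60 min room temperature, stimulation 45 min | measured by = membrane potential fluorescence | benchmarks = high control isoproterenol alone, low control NPY with isoproterenol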
# Runt-CBFb FRET: Runt domain-CBFb interaction inhibition; Q01196+Q13951; Cerulean-Runt/Venus-CBFb FRET ratio 530/480, 1 h; inhibition, % at 20 µM; 0.46% of 220,000 active;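 active means inhibition over about 50% at 20 µM in the single-dose screen, limit read from the data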;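 further: 0% = DMSO wells and 100% = excess unlabeled CBFb competitor control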
# Target sequence (Q01196 whole entry, looked up, the tested form may be a part): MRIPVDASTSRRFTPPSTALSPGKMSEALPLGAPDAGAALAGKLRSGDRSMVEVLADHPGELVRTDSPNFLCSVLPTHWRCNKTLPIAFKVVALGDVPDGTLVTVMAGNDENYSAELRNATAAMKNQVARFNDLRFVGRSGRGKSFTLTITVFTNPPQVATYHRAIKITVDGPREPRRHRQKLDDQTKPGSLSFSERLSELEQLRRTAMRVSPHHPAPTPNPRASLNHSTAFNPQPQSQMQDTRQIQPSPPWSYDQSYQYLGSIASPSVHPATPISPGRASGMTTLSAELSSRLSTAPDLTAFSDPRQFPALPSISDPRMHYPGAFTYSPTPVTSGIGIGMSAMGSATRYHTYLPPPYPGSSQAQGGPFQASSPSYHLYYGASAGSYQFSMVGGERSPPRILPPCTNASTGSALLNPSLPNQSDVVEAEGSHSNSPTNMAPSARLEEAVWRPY
# Target sequence (Q13951 whole entry, looked up, the tested form may be a part): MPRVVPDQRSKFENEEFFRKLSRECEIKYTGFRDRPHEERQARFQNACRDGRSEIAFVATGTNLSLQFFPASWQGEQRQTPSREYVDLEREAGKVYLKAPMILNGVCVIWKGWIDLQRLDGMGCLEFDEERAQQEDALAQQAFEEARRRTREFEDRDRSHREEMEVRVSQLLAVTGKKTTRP
#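 Reagent – Venus-CBFb binding partner, 100 nM · Assay system – Cerulean-tagged RUNX1 Runt domain (FRET donor) fusion protein · Input – 100 nM per protein · Incubation – two 1 h room-temperature incubations shielded from light · Measured by – FRET fluorescence · Medium – Tris buffer pH 7.5 with salts and BSA · Benchmarks – unlabeled CBFb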
# NPY1 pot ag: human NPY-Y1 potentiation or agonism, primary screen; 0.37% of 220,000 active; AID 1304; NPY-Y1 expressing cells, potentiator/agonist activation; activation, % at 3.6 µM; in the data active means activation above about 33%, passing the limit was not always enough;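 further: cells stimulated with NPY at EC10 then isoproterenol at EC100; 0% = low agonist plus stimulus and 100% = saturating agonist plus stimulus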
# Hck-Nef inh: inhibitors of human Hck kinase activated by Nef; Recombinant Hck-YEEI plus Nef, Z-Lyte FRET kinase assay; inhibition, % at 20 µM; 0.68% of 220,000 active;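 active means Hck-Nef kinase inhibition above about 50%, limit read from the data; inactive means inhibition below that limit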;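 further: 0% = DMSO with Hck plus Nef and 100% = Hck alone without Nef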
# MDM2 E3 inh: inhibitors of human Mdm2 E3 ubiquitin ligase | cell-based MDM2 ubiquitination luciferase reporter, 2 h; 0 = plate control, 100 = twice control, blank-subtracted | signal enhancement, % at 5 µM | 0.11% of 210,000 active;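 active means signal enhancement of 30% or more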;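 further: luminescence tracks abundance of the self-degrading MDM2-luciferase fusion protein; higher signal means inhibition of MDM2 E3 ligase activity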
#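 Assay system: stable mammalian line carrying autodegrading MDM2–luciferase fusion reporter; amount: 2000 cells seeded into each well; buffer or medium: DMEM; benchmarks: plate control and blank wells; signal: luciferase luminescence; timing: 2 h compound exposure at 37 °C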
# Runt-SMMHC FRET: Runt domain-CBFb-SMMHC interaction inhibition | Q01196+Q13951 | Cerulean-Runt/Venus-CBFb-SMMHC FRET ratio 530/480, 1 h | inhibition, % at 20 µM | 0.74% of 220,000 active | AID 1434;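 active means mean inhibition across duplicate retests at 20 µM reaching about 50%, limit read from the data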;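 further: 0% = DMSO wells and 100% = wells with excess untagged CBFb-SMMHC; inhibitors lower the FRET ratio by blocking Runt binding to CBFb-SMMHC; some results filed as inactive read as strong as hits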
# * hit, by the source's call; x = not tested or not shown. The order is random; 3.5% or so of the library scored in one or more.
SMILES,RBBP9 inh,p97 inhibitor,NPY-Y2 PAM-ag,NPY Y1 blocker,Runt-CBFb FRET,NPY1 pot ag,Hck-Nef inh,MDM2 E3 inh,Runt-SMMHC FRET
Clc1ccc(OCCSc2ncccn2)c(Br)c1,-2,2,4,0,-1,-14,-17,-27,2
Cc1ccc(CN2CCc3c(OCC(=O)Nc4cccc(C)c4C)cccc3C2=O)cc1,-4,5,6,2,-2,-3,3,6,-1
C=C(C)C(=O)Nc1cccnc1Oc1ccc(F)cc1,0,5,1,x,-1,1,4,-9,1
O=C(NCc1ccccc1)C1CCCN(C(=O)Nc2ccccc2)C1 (configuration not stated),-1,9,8,3,1,35,0,-4,2
O=C(Nc1cccnc1Cl)c1ccc(Cl)c([N+](=O)[O-])c1,-5,4,4,-3,0,-10,-12,-7,-4
CCO/C=C1/C(=O)N(c2ccc(OC)cc2)C(=O)c2ccccc21,-2,-1,-5,-1,5,-2,11,-9,25
CCc1c(C(C)O)oc2ccc3c(C)cc(=O)oc3c12 (configuration not stated),-1,5,3,11,x,-4,4,-25,2
CCOC(=O)C1=C(O)C(=O)N(c2ccc(S(N)(=O)=O)cc2)C1c1ccc(OC)cc1OC (configuration not stated),-8,3,-10,-2,-2,9,3,-16,2
O=C(NNc1ncc(C(F)(F)F)cc1Cl)c1ccc(Cl)c(Cl)c1,0,2,-25,x,3,-20,12,-7,3
COc1cccc(C2CCCCN2Cc2nc(-c3ccc(C)o3)oc2C)c1 (configuration not stated),-3,1,3,6,-2,4,19,-13,-4
COc1ccc(NC(=O)CSc2nncn2C)c([N+](=O)[O-])c1,-1,1,4,-2,-1,-1,0,3,2
Cc1ccc(S(=O)(=O)N2CCC(NC(=O)OC(C)C)CC2)cc1,-4,2,12,3,-1,3,20,-21,1
O=C1CC(c2ccc(F)cc2)Cc2nc(NCC3CCCO3)ncc21 (configuration not stated),-2,0,-5,1,-3,-15,0,-2,4
Cc1ccn2c(c1)nc(=S)n2C(=O)c1ccco1,1,1,-8,0,7,-13,0,-12,5
COCCNC(=O)C1=C(N)C(C(=O)Nc2ccc(C)c(S(=O)(=O)N3CCCCC3)c2)SC1=Nc1ccc(C)cc1C (configuration not stated),-12,4,13,-3,-3,4,8,-17,0
CCOC(=O)N1CCN(C(=O)/C=C/c2ccc([N+](=O)[O-])cc2)CC1,-4,-1,4,1,-1,3,-8,-20,3
CC(=O)N1CCN=C1SCc1cccc(C(F)(F)F)c1,-11,-2,-6,-1,1,7,0,7,-3
CCC(CC)C(=O)c1c[nH]c(C(=O)N2CCN(c3ccccc3F)CC2)c1,-8,3,1,3,1,14,-8,4,1
O=C1c2ccccc2C(=O)C12OC2c1ccc(Cl)cc1Cl (configuration not stated),3,5,1,0,6,1,6,-24,0
O=[N+]([O-])c1ccccc1N(CC1CO1)S(=O)(=O)c1ccccc1 (configuration not stated),-4,-7,-9,7,x,3,15,4,x
COc1ccc(NC(=S)/N=C(\N)Nc2nc(C)c3ccccc3n2)cc1,0,4,-12,x,1,-16,18,-15,-2
CC(=O)Nc1ccc(Br)c(Cl)c1,7,-2,2,x,1,11,17,-10,-1
CN(C)c1ccc(-n2cc3c(=O)n(C)c(=O)n(C)c3c2)cc1,-5,-1,-12,-1,1,6,13,-7,-1
O=C(Nc1nnc(-c2cccnc2)o1)c1cccc(Cl)c1,-3,3,1,12,0,14,8,0,1
COc1ccc(CCN(Cc2ccccn2)C(=S)Nc2cccc(SC)c2)cc1OC,-9,-6,-17,15,7,-13,-4,-15,8
CC(C)C[C@H](NC(=O)c1[nH]cnc1C(=O)Nc1ccc(CNC(=O)OC(C)(C)C)cc1)C(=O)OCc1ccccc1,x,x,x,x,-4,x,27,-8,0
CCOC(=O)N1CCC(NC(=O)c2ccc3c(c2)sc2nc(-c4ccc(OC)cc4)cn23)CC1,-13,-2,-6,2,6,-1,2,-3,5
CC(C)(C)NC(=O)N1CCN(c2ncccc2C(F)(F)F)CC1,-5,5,-11,x,-1,-3,3,-13,3
CCn1c(SCc2ccc(C)cc2)nnc1C1CCN(S(=O)(=O)c2ccc(OC)cc2)CC1,-1,-6,-1,-2,-6,17,-1,-14,1
O=C(COc1ccc(/C=N/NC(=O)c2ccccc2O)cc1)Nc1ccccc1,-15,-2,-9,-1,0,6,23,-7,-7
O=S(=O)(c1ccc(S(=O)(=O)N2CCCN(Cc3ccccc3)C2)cc1)N1CCCCCC1,-12,-3,-9,1,2,-9,3,-2,-2
CC(C)C1=NN(C(=O)c2cccnc2)C(O)(C(F)(F)F)C1 (configuration not stated),-1,1,-3,-3,-2,-6,2,-14,-10
O=C(NNC1=NCCC1)C1CC1,-4,-2,7,8,1,0,17,-7,-5
COCCNC(=O)c1cc(C)ccc1C,0,1,12,-1,0,5,-18,3,1
CC(=O)O[C@]1(C(C)=O)CC[C@H]2[C@@H]3C=C(Cl)C4=CC(=O)CC[C@]4(C)[C@H]3CC[C@@]21C,0,-5,-19,19,-3,-56,-6,x,4
CC(C(=O)N1CCCCC1)n1ncn2cccc2c1=O (configuration not stated),-9,-1,5,-4,0,-13,-3,-10,2
CCCCOC(=O)c1cccnc1,-4,12,6,x,-1,9,2,-18,-6
O=C1CCC/C(=N\NC(=O)COc2ccc(Cl)cc2)C1,-6,-2,-2,5,-10,-1,0,-6,-9
Cc1cnc(NC(=O)CSc2nc3ccccc3s2)s1,-9,4,0,7,1,-9,-10,-15,-4
Cc1csc2ncc(C(=O)NCCC(c3ccccc3)c3ccccc3)c(=O)n12,-11,-6,-29,x,-5,-17,20,-6,-8

# Sorted by the number under NPY-Y2 PAM-ag (smallest number first): three of the compounds above.
SMILES | NPY-Y2 PAM-ag
CCCCOC(=O)c1cccnc1 | 6
O=C(NNC1=NCCC1)C1CC1 | 7
COCCNC(=O)c1cc(C)ccc1C | 12

# Remaining list, next part
SMILES,RBBP9 inh,p97 inhibitor,NPY-Y2 PAM-ag,NPY Y1 blocker,Runt-CBFb FRET,NPY1 pot ag,Hck-Nef inh,MDM2 E3 inh,Runt-SMMHC FRET
Cn1c(=O)c2c(nc(CO)n2C)n(C)c1=O,4,3,-3,-2,0,1,23,-19,-3
O=C1CCCC(O)=C1Sc1ccccc1C(=O)O,-2,6,9,1,2,1,18,-9,-4
CN(C)S(=O)(=O)c1cccc(C(=O)Nc2cc(Cl)ccc2O)c1,-1,7,-1,-5,4,9,0,-2,0
COc1ccc(NC(=O)CSc2nnc(Cn3c(=O)sc4ccccc43)n2C)c(OC)c1,-3,4,20,-5,3,2,0,-4,-1
CCC1CCCCN1CC(=O)Nc1cc(OC)c(OC)cc1C#N (configuration not stated),-1,1,-4,8,0,14,21,9,-3
S=c1nc[nH]c2c1[nH]c1ccccc12,-4,3,-21,39*,6,-19,2,-5,1
S=C(Nc1ccc(Cl)cc1)N1CCOCC1,5,3,1,0,x,15,-2,x,x
COc1ccc(S(=O)(=O)N(CC(=O)N/N=C/c2cccs2)c2cc(C)cc(C)c2)cc1OC,2,2,-4,1,-1,15,0,-13,7
Cc1ccccc1C(=O)N(Cc1nc2ccccc2c(=O)[nH]1)C1CCCC1,-5,-2,5,-4,-1,17,12,-6,2
CCOc1ccc(OCC)c(S(=O)(=O)N2CCC(C)CC2)c1,-8,-7,-18,13,0,-19,-21,-7,2
CC1CC(C)CN(C(=O)c2ccc3c(c2NCCO)C(=O)c2ccccc2C3=O)C1 (configuration not stated),-6,-12,49*,-18,-1,55*,-1,-6,-1
O=C(NNC(=O)C1CCN(S(=O)(=O)c2ccc(Cl)cc2)CC1)c1ccccc1,-3,6,5,-2,1,-6,0,1,-1
Cc1cc2c(C)nc3ccccc3c2o1,0,3,-4,1,-1,1,6,8,1
CC1CCN(c2ccc(NC(=O)c3cccnc3)cc2)CC1,6,-1,19,0,-2,-10,4,-11,-1
CCn1c(CNC(=O)C23CC4CC(CC(C4)C2)C3)nnc1SC,-8,-4,0,2,1,7,-33,0,-1
COC(=O)c1ccc(N2CCCCC2)c(N)c1,-1,0,8,3,-1,14,20,-5,0
CCOc1ccc(Nc2oc(-c3ccc(Cl)cc3)nc2C#N)cc1,-7,-5,-12,4,0,6,5,-1,-4
CCOC(=O)c1cnc(SCC(=O)Nc2ccc(NC(=O)CC)c(OC)c2)nc1N,-12,5,-2,1,-2,4,3,8,-1
O=C(NCc1cn2ccsc2n1)c1cccs1,-1,2,5,0,3,10,4,-13,1
COc1ccc(C2CC(c3ccc(Br)cc3)=NN2C(=S)Nc2ccccc2)cc1 (configuration not stated),-7,4,-20,5,5,-21,9,-10,4
Cc1nnc(SCc2cc(=O)oc3ccc4ccccc4c23)n1Cc1ccccc1,-3,6,14,5,16,25,-3,-12,22
C=CCN1C(=O)[C@]2(c3ccccc31)C1CCCC=C1C(C#N)=C(N)C2(C#N)C#N (some centres not stated),-1,0,19,-3,-7,20,1,-7,-37
O=C(CSc1nc2sc3c(c2c(=O)n1-c1ccccc1)CCCC3)NCc1ccco1,-5,-1,-20,-2,-2,-17,26,-13,-1
COC(=O)c1ccccc1C(=O)c1ccc2c(c1)NC(=O)CO2,2,2,-10,4,1,2,5,-12,4
CCCOc1ccc(C(=O)NC(=S)Nc2nc3ccc(C)cc3s2)cc1,-7,4,3,5,x,8,5,-7,2
CC(=O)OC12CC3CC(C1)C(=NO)C(C3)C2,8,4,11,2,0,37,13,-21,2
CC(=O)Nc1ccc(S(=O)(=O)NCC2CCC(C(=O)N3CCCCCC3)CC2)cc1 (configuration not stated),-1,-3,12,3,0,-11,-2,-17,-7
CCOC(=O)c1cc(C(=O)c2ccccc2O)cn2c(=O)c3c(C)c(C)sc3nc12,-4,4,-20,0,-6,7,26,3,-38
CC(=O)c1ccc(NC(=S)Nc2cccc(Cl)c2C)cc1,-3,7,14,4,2,4,15,-8,2
O=C(C1CCCCN1S(=O)(=O)c1ccccc1[N+](=O)[O-])N1CCCCC1 (configuration not stated),1,1,0,3,1,-8,31,-18,2
CCOc1ccc(C2C3=C(CCCC3=O)OC(N)=C2[N+](=O)[O-])cc1 (configuration not stated),-6,7,-16,x,2,11,17,-15,0
COc1ccccc1-n1cnnc1SCC(=O)NCC1CCCO1 (configuration not stated),-2,0,15,-1,0,0,-3,1,-1
